FEN1 inhibitor – blocks human flap endonuclease 1; P39748; Recombinant FEN1 flap cleavage, fluorescence, 15 min; Potency, µM (doses to about 114 µM), for inactives: at the highest dose activity change, negative = inhibition, usual class: inhibitors; 390,000 tested, 0.35% active; AID 588795; note: nearly all actives have a fitted effect of over 65% in size
Target sequence (P39748 whole entry, looked up): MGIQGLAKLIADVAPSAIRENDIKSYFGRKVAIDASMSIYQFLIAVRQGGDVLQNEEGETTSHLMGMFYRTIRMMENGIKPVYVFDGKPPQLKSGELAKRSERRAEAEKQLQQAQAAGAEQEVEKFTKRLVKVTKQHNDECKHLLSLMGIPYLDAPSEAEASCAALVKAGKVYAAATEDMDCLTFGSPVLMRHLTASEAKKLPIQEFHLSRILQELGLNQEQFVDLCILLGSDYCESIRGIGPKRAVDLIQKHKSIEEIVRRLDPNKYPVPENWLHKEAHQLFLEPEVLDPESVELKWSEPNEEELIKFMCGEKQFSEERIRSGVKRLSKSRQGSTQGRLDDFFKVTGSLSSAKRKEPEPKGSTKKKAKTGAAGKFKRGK
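Compounds are tested as a concentration series against 10 nM FEN1; after a 15 min room-temperature preincubation, 50 nM substrate starts cleavage, with plate reads at 0 and 15 min. Normalized responses are fitted by a Hill equation.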
DT40 TDP1 CPT – DT40-hTDP1 cell growth loss with CPT. chicken DT40 Tdp1-/-;hTDP1 cells + 20 nM CPT, ATP luminescence, 48 h. Potency, µM (highest dose often 46.2 µM), without a hit: at the highest dose activity change, negative = growth inhibition, actives largely listed as inhibitors. 420,000 tested, 12% active; note: nearly all actives have a fitted effect of over 55% in size
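Chicken DT40 Tdp1-/- cells stably complemented with human TDP1 were seeded at 400 cells/well in medium containing 20 nM camptothecin, exposed to pin-transferred compounds, and grown at 37 °C for at least 48 hr. Viability was read as ATP luminescence.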
N370S GC mod – inhibitors or activators of N370S glucocerebrosidase for Gaucher disease; Potency, µM (titrated, usually from 59.4 µM), without a hit: top-dose activity change, negative = inhibition, hits mostly inhibitors; N370S GC spleen homogenate, 4MU-glucoside fluorescence; P04062; 330,000 tested, 0.092% active;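 note: 0% = full enzyme activity and -100% = no enzyme basal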
Numbers without * were called inactive; ? = inconclusive; nt = not tested or not shown; & = joins results of further samples; [ ] = remark or other dose. Calls come from the whole dose curve; as a rule, active = well fitted curve in the direction sought with a large enough effect; inconclusive = small, poorly fitted or top-dose-only effect, or another doubt; inactive = no such curve, though single readings can be large; an effect the other way counts as inactive or inconclusive. Unless noted, % is set by controls: 0 for no effect and ±100 for the full control effect; potency is the fitted concentration of half-maximal effect.

molecule	FEN1 inhibitor	DT40 TDP1 CPT	N370S GC mod
Cc1ccc(C)c(C2=CSC3=NS(=O)(=O)CCN23)c1	0%	-17%	-2%
O=S(=O)(Nc1cccnc1)c1ccc(Br)c2ccccc12	-2%	-14%	-4%
COc1ccc(-c2cc(C(=O)Nc3cc(C(F)(F)F)ccc3Cl)no2)cc1	-4%	5%	nt
CCCCc1nc(NCCN2CCOCC2)c(C#N)c2c1COC(C)(C)C2	-3%	-25%	-2%
CCN(CC(=O)Nc1ccc(OC)cc1)C(=O)c1ccc2c(c1)NC(=O)CS2	-1%	-12%	-5%
CCN1C(=O)CSc2ccc(C(=O)NCc3ccccc3OC)cc21	-2%	-28%	-20%
CC(C)c1nnc(NC(=O)C2CCCN(C(=O)Nc3ccc(F)cc3)C2)s1 (configuration not stated)	12%	-6%	7%
Cc1nc2ccc(NC(=O)N3CCSCC3)cc2s1	9%	-7%	2%
Cc1ccccc1NC(=O)c1nc(S(C)(=O)=O)ncc1N(Cc1ccco1)Cc1sccc1C	4%	16µM*	nt
CC(=NCc1cccc(Cl)c1)c1nc(-c2ccco2)oc1O	-15%	-30%	5%
CCN1CCN(/C=N/c2nc3c(s2)CCCC3)CC1	4%	-9%	-2%
CS(=O)(=O)N(CC(=O)N1CCc2ccccc2C1)Cc1ccc(Cl)cc1	9%	-11%	11%
CC1=C(C(=O)OC2CCCCCC2)C(c2c(F)cccc2Cl)CC(=O)N1 (configuration not stated)	-22%	?	nt
N#Cc1ccc(C(=O)NNC(=O)c2ccncc2)cc1	2%	-7%	-1%
Cc1ccc(O)c(NC(=O)c2noc3c2CCCC3)c1	-7%	?	nt
CC(OC(=O)C1CC2CCCC(C1)C2=O)C(=O)Nc1cccc([N+](=O)[O-])c1 (configuration not stated)	-17%	?	nt
CCN1C(=O)C(O)(CC(=O)c2c(C)coc2C)c2ccccc21 (configuration not stated)	3%	-4%	22%
CCOC(=O)CC(=O)Nc1ccc(C(=O)OCC)cc1	1%	-5%	-2%
CCC(=O)NC(=S)Nc1ccc(NC(=O)c2ccco2)cc1	-5%	10%	3%
CC(C)(C)OC(=O)N1CCC(c2c(C(=O)N3CCOCC3)cnn2-c2cccc(F)c2)CC1	-4%	-5%	nt
CC1CCN(C(=O)c2ccc(NC(=O)C3CCCO3)cc2)CC1 (configuration not stated)	1%	2%	-15%
Clc1ccccc1C1=Nn2c(nnc2-c2ccco2)SC1	8%	-4%	7%
COc1cc(/C=N/NC(=O)c2cccnc2)cc(Br)c1O	-8%	-7%	-3%
Cn1c(CNC(=O)CNC(=O)Cc2ccc(F)cc2)cc(=O)n(C)c1=O	20%	-15%	-3%
COc1ccc(C(=O)NC(C(=O)NCc2ccccc2OC)C(C)C)cc1 (configuration not stated)	15%	-18%	-12%
CCOC(=O)Cc1csc(NC(=O)c2ccc(C)cc2)n1	-5%	-16%	1%
O=C(CCc1ccccc1)NNC(=O)Nc1ccc(Cl)cc1	2%	-7%	7%
CCN(CC)c1c2c(c(C#N)c3nc4ccccc4n13)CCC2	-4%	-18%	?
CC[C@@]12C(=O)N(c3ccc(C)cc3)C(=O)N1[C@H](c1cccc(C)c1)[C@@H]1C(=O)N(Cc3ccccc3)C(=O)[C@@H]12	5%	?	-5%
CCCCSc1nnc2c(n1)OC(c1ccc(Br)s1)Nc1ccccc1-2 (configuration not stated)	-23%	?	nt
COC(=O)C1=C(C)N(Cc2ccccc2)C(=NCCc2cccnc2)N[C@H]1c1ccccc1	-5%	12µM*	-6%&-3%
COC(=O)C1(C)NCCc2c1[nH]c1ccccc21 (configuration not stated)	21%	3%	-4%
COc1cc(NC(=S)Nc2ccccn2)c(OC)cc1Cl	22%	-19%	8%
Cc1cc(C)cc(NC(=O)c2ccc3c(c2)CCN3S(C)(=O)=O)c1	-23%	3%	-1%
CCOC(=O)N1CCC(NC(=O)CS(=O)(=O)Cc2nc(-c3cccc(OC)c3)oc2C)CC1	-6%	-17%	5%
COc1c(NC(C)=O)c2c(c([N+](=O)[O-])c1OC)C(=O)OC2	5%	-2%	nt
COc1ccc(CCN(C)C(=O)CN2C(=O)c3ccccc3S2(=O)=O)cc1OC	-14%	-11%	6%[2.35 µM]
CCOc1ccc(NC(=O)CN(C)C(=O)C2CC2C)cc1OCC (configuration not stated)	0%	0%	-1%
c1ccc2c(c1)ncn2CCC1CCCCC1	4%	26µM*	-12%
Cc1ccc(C2CC2c2n[nH]c(=S)n2-c2cccc(Cl)c2)cc1 (configuration not stated)	-17%	?	-11%

Next part, starting with the last 5 of the part before.
molecule	FEN1 inhibitor	DT40 TDP1 CPT	N370S GC mod
COc1c(NC(C)=O)c2c(c([N+](=O)[O-])c1OC)C(=O)OC2	5%	-2%	nt
COc1ccc(CCN(C)C(=O)CN2C(=O)c3ccccc3S2(=O)=O)cc1OC	-14%	-11%	6%[2.35 µM]
CCOc1ccc(NC(=O)CN(C)C(=O)C2CC2C)cc1OCC (configuration not stated)	0%	0%	-1%
c1ccc2c(c1)ncn2CCC1CCCCC1	4%	26µM*	-12%
Cc1ccc(C2CC2c2n[nH]c(=S)n2-c2cccc(Cl)c2)cc1 (configuration not stated)	-17%	?	-11%
COC(=O)CSc1snnc1-c1ccc(Cl)c(Cl)c1	-18%	5%	-6%
CCC/C(O)=C1\C(=O)CC(C)(C)CC1=NCc1ccccc1	-20%	-20%	4%
CC12CCC(=O)N1C(C(=O)OCC(=O)Nc1sccc1C#N)CS2 (configuration not stated)	-10%	-29%	-9%
COC(=O)c1cc(C)sc1NC(=O)C1CC(=O)NN1Cc1ccccc1 (configuration not stated)	14%	-27%	-2%
Cc1nn(Cc2ccccc2)c(C)c1NC(=O)CSc1nnc(-c2cc(Cl)ccc2O)n1C	-2%	?	0%
CCOC(=O)CSc1nc(N)c(C#N)c(-c2ccc(OCC)cc2)c1C#N	-8%	-14%	-2%
Cn1c(=O)n(CCc2ccccc2)c2ccccc21	1%	0%	0%
COC(=O)C1CC(Cl)CN1c1ncc(C(F)(F)F)cc1Cl (configuration not stated)	-15%	-22%	-3%
CN1CCN(/C=N/c2c(C#N)cnn2-c2ccccc2)CC1	1%	?	2%
COc1cc(NC(=S)N2CCN(c3ccccn3)CC2)cc(OC)c1	1%	-16%	-3%
CN(C)S(=O)(=O)c1cccc(COc2ncnc3c(Cl)cc(Cl)cc23)c1	-21%	?	-5%
COCc1ccc([C@@H]2C[C@H]3CN(Cc4cccc(Cl)c4)C(=O)[C@]34CCCN24)o1	17%	?	-9%
C=CCC[C@H](Cc1ccc(F)cc1)C(=O)OC[C@@H](Cc1c[nH]c2ccccc12)NC(=O)[C@@H](CC=C)CC(=O)N[C@H](CO)Cc1ccccc1	7%	18µM*	nt
CCOC(=O)/C(C#N)=C/N1CCOCC1	16%	-16%	-5%
Cn1c(=O)c2c(nc(CN3CCN(CCO)CC3)n2Cc2ccccc2Cl)n(C)c1=O	-14%	7%	-8%
Cc1c(C(=O)O)cccc1-n1c(C)cc(/C=C(/C#N)C(=O)NCc2ccccc2)c1C	-10%	-6%	9%
O=C(O)c1ccc(-c2ccc(O)c(F)c2)cc1	10%	-5%	0%
Cc1ccc(S(=O)(=O)NCc2cccnc2)cc1C	9%	-20%	-2%
c1ccc2nc3c(nc2c1)[nH]c1ccccc13	-17%	?	0%
COc1ccc(Cl)cc1NC(=O)NCCn1c(=O)oc2ccc(C)cc21	-19%	?	nt
Cc1cccc(NS(=O)(=O)c2cccc3nsnc23)c1	3%	-19%	13%
Cc1nc2ccccc2c(=O)n1/N=C/c1ccc(N(C)C)cc1	-16%	-1%	-5%
CCNc1c([N+](=O)[O-])c(=O)oc2ccccc12	0%	17%	2%
O=C(NCC1CCCO1)c1cn(Cc2ccccc2)nc1-c1ccc(Cl)cc1 (configuration not stated)	47%[activator]	-12%	nt
O=C(CCCOc1cccc(Br)c1)NCCOc1ccccc1	8%	1%	-6%
CSc1cccc(NC(=O)c2c(Cl)cnn2C)c1	-9%	-13%	-3%
O=C(COc1ccc([N+](=O)[O-])cc1)NNC(=O)Nc1cccc(F)c1	6%	-10%	0%
CC1=C([N+](=O)[O-])C(c2ccccc2Cl)NC(=O)N1 (configuration not stated)	5%	?	-8%
CCCCn1nnnc1NCc1ccc(N(CC)CC)cc1	-11%	?	-2%
CCOCC(=O)Nc1ccc(S(=O)(=O)Nc2ncccn2)cc1	12%	-31%	1%
O=C(NCCCc1ccccc1)C(=O)NCC1OCCN1S(=O)(=O)c1cc(F)ccc1F (configuration not stated)	1%	?	nt
CCC(C(=O)NCCc1ccco1)n1nc(C)c2c(C)n(-c3ccccc3)nc2c1=O (configuration not stated)	-4%	-5%	-16%
COc1ccc(NC(=O)CNCc2ccc(Cl)cc2)cc1S(=O)(=O)N1CCOCC1	17%	-18%	nt
Cc1c(C(=O)Nc2ccc3c(c2)OCO3)sc2nc(-c3ccccc3)cn12	-12%	?	8%
COCCN1C(=O)CS/C1=C(/C#N)C(=O)NCc1ccco1	-15%	-4%	1%
CCN(CC)S(=O)(=O)c1ccc(C(=O)NCC(c2ccc(OC)cc2)N2CCOCC2)cc1 (configuration not stated)	-9%	-16%	-17%
CC(OC(=O)c1cc(=O)[nH]c2ccccc12)C(=O)Nc1ccccc1F (configuration not stated)	12%	-8%	2%
Cc1ccccc1C(=O)Nc1nc(-c2nnn(-c3ccc(C(C)C)cc3)c2C)ns1	16%	?	nt
CCCCn1c(=N)n(CC(=O)O)c2ccccc21	-2%	7%	14%
COc1ccc(NC(=O)COc2ccc(S(=O)(=O)NC3CCCCC3)cc2)cc1OC	-20%	?	nt

Continued, starting with the last 2 of the part before.
molecule	FEN1 inhibitor	DT40 TDP1 CPT	N370S GC mod
CCCCn1c(=N)n(CC(=O)O)c2ccccc21	-2%	7%	14%
COc1ccc(NC(=O)COc2ccc(S(=O)(=O)NC3CCCCC3)cc2)cc1OC	-20%	?	nt
S=C(Nc1ccc(N2CCOCC2)cc1)Nc1ccc2nc(-c3ccco3)c(-c3ccco3)nc2c1	-21%	?	-16%
COc1ccc(Cc2nnc(NC(=O)c3cc(OC)c(OC)c(OC)c3)s2)cc1	-2%	?	-23%
Cc1cccc(OC(=O)c2ccncc2)c1C	-10%	2%	-18%
NC(=S)NNC(=O)COc1ccccc1O	-3%	-6%	-10%
Cc1cc(C)c(C#N)c(SCC(=O)N(CCC#N)c2ccc3c(c2)OCCO3)n1	-3%	-13%	7%
CCc1ccc(C(=O)c2cn(CC(=O)Nc3cc(OC)cc(OC)c3)c3ccc(CC)cc3c2=O)cc1	17%	-17%	nt
CN(CC(=O)NC1CC1)S(=O)(=O)c1ccc(Br)cc1	-1%	-27%	-1%
COc1ccc(C(=O)N2CCN(C(=O)COc3ccc(Br)cc3)CC2)cc1OC	-1%	?	nt
COc1ccc(N2CCN(CC(=O)Nc3ncc(C)s3)CC2)cc1	-5%	-7%	-3%
O=C1CN(C(=O)N[C@@H](Cc2ccccc2)C(=O)N[C@@H](C(=O)O)c2ccccc2)c2ccccc2N1	-7%	?	-7%
CC(C)Cc1cc(C(=O)N2CCCC(CO)(Cc3ccc(F)cc3)C2)no1 (configuration not stated)	-1%	?	5%
O=C(NCc1ccc2c(c1)CCO2)Nc1ccccc1	0%	15%	9%

Full records, looked up by structure.
Entry for S=C(Nc1ccc(N2CCOCC2)cc1)Nc1ccc2nc(-c3ccco3)c(-c3ccco3)nc2c1 → FEN1 inhibitor: -21%; DT40 TDP1 CPT: ?; N370S GC mod: -16%
Entry for Cc1cccc(OC(=O)c2ccncc2)c1C → FEN1 inhibitor: -10%; DT40 TDP1 CPT: 2%; N370S GC mod: -18%
Entry for COc1ccc(N2CCN(CC(=O)Nc3ncc(C)s3)CC2)cc1 → FEN1 inhibitor: -5%; DT40 TDP1 CPT: -7%; N370S GC mod: -3%

A portion of the library. The share of hits here may be higher or lower than overall.
